Screening results: PubChem, several laboratories
AID2073: inhibitors of Mint1-CaV2.2 protein interaction, biochemical, HTRF (AID 2073). HTRF protein-protein interaction, Mint1-CaV2.2; higher % means a stronger effect. inhibition, % at 20 µM, or IC50 in µM where a hit was titrated. actives 0.19% (n = 290,000); in the data active means inhibition mostly above about 51%, no sharp cut-off; inconclusive means no clear call, values can overlap the other calls; inactive means mostly below about 53%; further: some results filed as inactive read as strong as hits
UTI89 phage lysis: protection from phage-mediated lysis, alamar blue read-out – E. coli UTI89, K1F phage, bacterial capsule biogenesis inhibitors (AID 488966) | E. coli UTI89 K1F phage lysis, alamar blue, 2 h; higher % means a stronger effect | inhibition, % at 100 µM, or IC50 in µM where a hit was titrated | actives 0.02% (n = 340,000);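 active means phage lysis inhibition, versus mean bacterial control, above a set limit; inconclusive means no clear call, values can overlap the other calls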;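 further: capsule biogenesis inhibitors block K1F phage lysis so surviving cells raise fluorescence; higher fluorescence means more inhibition of phage lysis; actives were called in the ten point dose series up to 300 µM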
Siah-1 displacement: Siah-1 peptide-binding antagonists, primary screen, biochemical, fluorescence polarization, rhodamine-plectin, uHTS (AID 1817); Siah-1 / rhodamine-plectin peptide fluorescence polarization; higher % means a stronger effect; actives 0.02% (n = 290,000); displacement, % at 20 µM; hits with a dose series show IC50 in µM;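 active means displacement of at least 50% at 20 µM, with a fluorescence ratio check between 0.3 and a set limit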;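 further: plate controls were Siah plus tracer with DMSO for no effect and tracer alone without Siah for full effect; strong numbers were not always called active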
NTR1 agonist: agonists of NTR1, primary screen, imaging, U2OS cells, beta-arrestin-GFP, high content (AID 493036); NTR1-U2OS beta-arrestin-GFP spot imaging, agonist mode; activation, % at 20 µM; actives 0.17% (n = 330,000);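 active means activation at or above 40% of the spot to cytoplasm intensity ratio, with at least 20 cells analyzed; inconclusive means wells under 20 cells, flagged as cytotoxic or low count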;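 further: 0% = DMSO without peptide and 100% = 100 nM NTR1 peptide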
Target sequence (P30989 whole entry, looked up): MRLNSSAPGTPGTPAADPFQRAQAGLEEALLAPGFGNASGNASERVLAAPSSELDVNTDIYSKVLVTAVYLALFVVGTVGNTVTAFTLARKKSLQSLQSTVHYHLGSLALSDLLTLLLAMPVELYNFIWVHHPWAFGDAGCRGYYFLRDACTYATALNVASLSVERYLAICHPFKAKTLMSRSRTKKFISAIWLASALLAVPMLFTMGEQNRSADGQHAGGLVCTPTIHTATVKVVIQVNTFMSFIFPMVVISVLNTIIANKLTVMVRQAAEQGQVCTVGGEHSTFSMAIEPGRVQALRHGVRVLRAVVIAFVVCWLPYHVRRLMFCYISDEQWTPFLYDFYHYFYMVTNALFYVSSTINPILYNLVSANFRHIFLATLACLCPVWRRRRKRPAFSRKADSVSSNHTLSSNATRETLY
Dengue-2 NS5 capping: Dengue-2 NS5 methyltransferase inhibitors, primary screen, biochemical, confirmation dose response (AID 588689); inhibition, % at 25 µM; hits with a dose series show IC50 in µM; actives 0.3% (n = 340,000); Dengue-2 NS5 methyltransferase capping enzyme assay, biochemical; higher % means a stronger effect; in the data active means a potency from the dose series; inconclusive means inhibition above about 29% without an active follow-up result
GPR35 antagonists: GPR35 antagonists blocking zaprinast-driven arrestin recruitment, primary screen, imaging, U2OS, beta-arrestin-GFP, zaprinast agonist (AID 2058); U2OS GPR35 beta-arrestin-GFP translocation imaging, zaprinast antagonism; higher % means a stronger effect; inhibition, % at 10 µM; hits with a dose series show IC50 in µM; actives 0.052% (n = 290,000);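 active means inhibition of at least 50% with at least 30 cells and total cytoplasm GFP at most 10,000,000; inconclusive means under 30 cells or total GFP of 10,000,000 plus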
GPR55 beta-arrestin: selective activators of receptor GPR55 – imaging, U2OS cells, beta-arrestin-GFP redistribution, primary screen (AID 1961) | U2OS GPR55 beta-arrestin-GFP redistribution imaging; higher % means a stronger effect | actives 0.048% (n = 290,000) | one-dose activation, % at 10 µM; EC50 in µM for titrated hits;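 active means activation above 40% with more than 50 cells counted in the well; inconclusive means wells holding fewer than 50 cells, flagged as toxic or sparse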;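 further: U2OS osteosarcoma cells stably expressing GPR55 and beta-arrestin-GFP; plate controls were DMSO negative control for no effect and LPI positive control for full effect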
HIV fusion peptide: cell-free HIV fusion peptide-binding blockers – biochemical, uHTS, fluorescence dequenching, primary screen (AID 1986); inhibition, % at 20 µM, or IC50 in µM where a hit was titrated; cell-free peptide binding, fluorescence dequenching, 30 min; higher % means a stronger effect; actives 0.3% (n = 290,000); in the data active means inhibition mostly above about 52%, no sharp cut-off; inactive means mostly below about 76%; further: some results filed as inactive read as strong as hits
GPR55 antagonists: inhibition of LPI-stimulated GPR55 beta-arrestin translocation – imaging, U2OS, beta-arrestin-GFP, LPI agonist, primary screen (AID 2013) | inhibition, % at 10 µM, or IC50 in µM where a hit was titrated | U2OS GPR55 beta-arrestin-GFP translocation imaging, LPI antagonism; higher % means a stronger effect | actives 0.13% (n = 290,000);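 active means spots per cell inhibited over 60%, with over 100 cells counted and total cytoplasm intensity under 500,000; inconclusive means wells with under 100 cells, flagged as likely toxic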;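 further: U2OS cells stably carrying GPR55 and arrestin-GFP stimulated by 5 µM LPI near EC80; imaged beta-arrestin-GFP aggregate spots per cell after agonist stimulation; plate controls were LPI-stimulated DMSO wells for no effect and DMSO wells without LPI for full effect; some results filed as inactive read as strong as hits; confirmed hits need IC50 under 10 µM and bright autofluorescent wells are also inconclusive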
NTR1 agonist cell count 20 µM: further read-out of NTR1 agonist, marked with its call; cell count; measured here: cell count, cytotoxicity flag
Dengue-2 NS5 capping pilot replicate: further read-out of Dengue-2 NS5 capping, marked with its call; inhibition, %; measured here: pilot screen replicate inhibition
* hit, by the source's call; ? = inconclusive; nt = no result given; [ ] = remark or other dose. An excerpt; the hit share may differ from the screen's.

SMILES	AID2073	UTI89 phage lysis	Siah-1 displacement	NTR1 agonist	NTR1 agonist cell count 20 µM	Dengue-2 NS5 capping	GPR35 antagonists	GPR55 beta-arrestin	HIV fusion peptide	GPR55 antagonists	others
CCCCCCC(=O)N/N=C/c1c(O)n(CCc2ccccc2)c(=O)[nH]c1=O	-4.6%	-2.9%	-1.8%	-0.1	52	-15.5%	-3.3%	0.3%	8.1%	-7.6%
CCC(C)n1c(O)c(C=NCC2CCCO2)c(=O)[nH]c1=S (configuration not stated)	-2.2%	-0.8%	14.5%	-0.7	49	0.8%	-0.3%	-0.1%	-0.8%	6.1%
COc1ccc(-n2c(/C=C/c3ccc(O)cc3)nc3ccccc3c2=O)cc1	33.6%	0.3%	3.7%	10.6	48	-10.6%	2.0%	1.1%	1.6%	1.0%
CCCCn1c(O)c(/C=N/NC(=O)c2ccncc2)c(=O)[nH]c1=O	20.7%	-1.3%	-3.1%	0.3	58	-22.2%	-9.2%	-0.6%	5.0%	-7.7%
O=c1c2ccccc2nc(/C=C/c2ccccn2)n1-c1ccccc1	14.6%	0.5%	1.5%	0.4	56	4.6%	-10.1%	-0.2%	0.2%	-1.1%
CC1(C)CC(=O)C(C=NCCN2CCN(C(=O)Cc3ccc(Cl)cc3)CC2)=C(O)C1	8.5%	0.5%	6.0%	0.4	92	-1.6%	22.8%	-0.1%	-2.7%	1.6%
CN[C@@H]1C[C@@H](c2ccc(Cl)c(Cl)c2)c2ccccc21	-9.0%	nt	-6.3%	-0.9	42	nt	-15.1%	-0.5%	0.1%	21.3%
CC[n+]1c(/C=C/N(C)c2ccccc2)sc2ccc(Cl)cc21	-62.6%	0.7%	nt	1.5	60	1.4%	12.8%	0.2%	0.0%	1.4%
CN(C)CC#CCOCCOCCC#N	-2.0%	0.1%	-0.9%	1.7	57	4.1%	-8.4%	0.2%	-1.8%	-10.0%
O=C(c1ccc2c3c(cccc13)CC2)C1CCCN(CC2CC2)C1 (configuration not stated)	-9.2%	2.0%	-9.6%	1.0	45	-8.1%	29.8%	-0.1%	-1.1%	41.6%
COCCNP(=O)(c1ccccc1)c1nc2ccccc2s1 (configuration not stated)	5.5%	nt	1.4%	1.6	81	nt	-4.0%	0.2%	-0.7%	-7.6%
CC(=O)N1CN2CN(C1)CN(C(C)=O)C2	-2.8%	3.1%	-1.8%	2.0	45	-2.9%	1.4%	-0.1%	0.8%	-4.7%
O=C(O)c1nonc1-c1nonc1C(=O)O	-8.5%	2.5%	0.7%	0.0	46	-4.9%	21.1%	-0.1%	-1.9%	0.4%
CCOC(=O)C1CN(C)CCC1=O (configuration not stated)	30.4%	1.0%	2.1%	2.8	55	-7.0%	10.2%	0.3%	12.4%	24.7%
NS(=O)(=O)c1ccc(N=Cc2c(O)n(-c3ccccc3)c(=O)[nH]c2=O)cc1	-1.3%	nt	7.3%	0.4	35	nt	-0.6%	-0.6%	83.5%	1.0%
CN1CCN(C(=O)COc2ccc3ccccc3c2Br)CC1	-14.5%	-2.0%	2.8%	0.1	86	-7.3%	6.4%	-0.1%	0.7%	1.0%
CCC(C)n1c(O)c(C=NCCN2CCOCC2)c(=O)[nH]c1=S (configuration not stated)	16.4%	0.8%	5.9%	0.9	45	-6.9%	-1.8%	0.7%	-0.3%	9.2%
O=P(NS(=O)(=O)c1ccccc1)(Oc1ccccc1)Oc1ccccc1	9.1%	0.6%[50 µM]	2.9%	0.0	42	-2.1%	12.3%	0.0%	5.3%	1.3%
Cn1c(O)c(/C=C/C=Nc2ccccc2)c(=O)n(C)c1=O	-4.2%	3.2%[50 µM]	1.1%	-1.0	59	-26.2%	3.6%	-0.2%	52.8%	8.9%
C=CCn1c(O)c(C(C)=Nc2ccc(N(C)C)cc2)c(=O)[nH]c1=O	30.9%	0.6%	0.8%	0.2	67	4.1%	-4.6%	0.6%	-3.4%	10.6%	Dengue-2 NS5 capping pilot replicate=-1.1
Cc1ccc2c(c1Cl)NC(C(=O)O)C1CC(Sc3ccccc3[N+](=O)[O-])C(Cl)C21 (configuration not stated)	24.9%	0.1%	24.9%	2.3	60	76.9µM*	-8.9%	1.2%	63.0%	70.4%*
C[n+]1c(-c2ccccc2)c2cc(N)ccc2c2ccc(N)cc21	54.3%	2.3%	47.0%	-2.1	58	1.5%	46.1%	-0.1%	160.6%	1.0%
CNC(C(=O)c1ccccc1)C(OC)c1ccccc1 (configuration not stated)	3.4%	4.8%	1.7%	0.6	99	-12.1%	12.5%	-0.1%	-1.3%	12.2%
CN1C(=O)/C(=C/c2ccc(Cl)s2)C(=O)NC1=S	44.4%	0.0%	-3.0%	nt	nt	-16.1%	1.4%	-0.2%	18.6%	21.7%
CC(C)OC12Oc3ccccc3C=C1N1CCC2CC1 (configuration not stated)	-10.7%	0.9%	-1.9%	1.1	45	2.1%	13.6%	-0.3%	0.4%	17.9%
SMILES	AID2073	UTI89 phage lysis	Siah-1 displacement	NTR1 agonist	NTR1 agonist cell count 20 µM	Dengue-2 NS5 capping	GPR35 antagonists	GPR55 beta-arrestin	HIV fusion peptide	GPR55 antagonists	others
CC(C)CN1CCN(Cc2ccccc2C(F)(F)F)CC1CCO (configuration not stated)	2.3%	0.3%	0.0%	0.8	35	-8.0%	22.9%	-0.2%	0.4%	-3.5%
Cc1ccc(NC(=O)CCNC(=O)N2C[C@H]3C[C@@H](C2)c2cccc(=O)n2C3)c(C)c1	10.9%	-0.3%	2.0%	-1.6	94	-0.7%	8.0%	-0.2%	1.0%	-4.0%
O=[N+]([O-])c1cc(F)c(N2CCCC2)cc1N1CCNCC1	-1.1%	nt	1.9%	1.1	93	nt	5.2%	0.5%	1.5%	-20.6%
O=C(O)CCC(=O)NCCC1=c2ccccc2=N/C1=C\c1c(O)n(Cc2ccc(F)cc2)c(=S)[nH]c1=O	15.9%	-0.3%[50 µM]	1.9%	0.9	50	>100µM*	-10.9%	0.4%	20.4%	1.2%
CCC(=NCCCn1ccnc1)c1c(O)n(-c2ccc(OC)cc2)c(=O)[nH]c1=O	8.6%	0.2%	-7.0%	-0.2	49	0.0%	6.4%	-0.1%	1.6%	-6.0%
CC12CN3CC(C)(CN(C1)C31CCOCC1)C2=O	15.8%	0.5%	-1.8%	1.3	42	4.4%	-6.9%	0.3%	0.2%	-3.2%
COc1ccc(OCC(=O)N2CCN(C/C=C/c3ccccc3)CC2)cc1	16.4%	0.2%	1.6%	-1.5	90	1.8%	-12.2%	-0.1%	1.4%	-0.4%
C=CCOc1ccc(CC2C(=O)N(C)C(=O)N(C)C2=O)cc1	4.93µM*	-0.2%	1.5%	-0.7	53	-3.2%	-1.2%	-0.3%	2.0%	11.7%
CC(=O)Nc1ccccc1C(=O)OCC(=O)Nc1ncccn1	16.4%	-0.1%	2.7%	-1.4	38	-2.5%	3.5%	0.2%	0.7%	-0.8%
Cc1ccc2nc3c(cc2c1)CC1(C(=O)N(C)C(=O)N(C)C1=O)C1CCCCN31 (configuration not stated)	2.4%	-0.1%	-0.9%	2.1	79	-2.4%	-5.3%	-0.1%	-1.4%	5.0%
C=C1C(=O)O[C@@H]2C[C@@H](C)[C@@H]3C=CC(=O)[C@@]3(C)[C@@H](OC(C)=O)[C@H]12	-10.8%	nt	2.5%	4.1	60	nt	-18.9%	4.6%	1.6%	4.49µM*
CCC(=O)c1ccc(OC(=O)N(C)c2ccccc2)cc1	-2.1%	nt	3.5%	-0.8	97	nt	-24.0%	0.5%	0.6%	4.0%
Cn1c(O)c(C=NCc2cccs2)c(=O)n(C)c1=O	-4.1%	0.9%	-1.0%	0.5	54	-2.8%	-10.8%	0.1%	2.1%	-3.0%
Cc1[nH]n(-c2ccccc2)c(=O)c1C(c1ccc([N+](=O)[O-])cc1)c1c(C)[nH]n(-c2ccccc2)c1=O	-2.3%	-0.4%	2.4%	1.9	95	33.2µM*	-4.9%	-0.5%	13.3%	4.3%
Cc1ccccc1CN1CCNCC1	1.9%	3.0%	6.7%	0.1	43	-7.8%	12.0%	0.0%	0.7%	8.4%
Cc1ccccc1-n1c(C)nc2ccccc2c1=O	-1.7%	1.9%	0.7%	-0.2	53	-1.6%	-17.4%	0.3%	-0.2%	3.3%
CC1(C)CC(=O)C=C(NCCN2CCN(C(=O)Cc3ccc(Cl)cc3)CC2)C1	-5.3%	0.3%	0.2%	-0.8	46	-8.3%	-13.4%	-0.1%	1.9%	9.1%
CN(C)CC1CCCCC1=O (configuration not stated)	13.0%	?	4.1%	0.4	35	5.4%	3.7%	0.3%	1.1%	8.0%
CCC(=Nc1cccc(C(F)(F)F)c1)c1c(O)n(C)c(=O)n(C)c1=O	27.3%	-0.5%	-0.1%	-0.4	48	-8.4%	7.3%	0.0%	0.0%	3.9%
O=C(Cc1ccccc1[N+](=O)[O-])N1CCN(Cc2ccc3c(c2)OCO3)CC1	0.3%	nt	-6.5%	-0.8	91	nt	9.7%	1.7%	-2.0%	3.2%
Cn1cccc1CNCCc1ccccc1F	-1.3%	0.8%	3.1%	0.0	88	3.4%	-1.3%	-0.2%	1.6%	-7.0%
CCOc1ccc(C(=O)OC2CC3CCC(C2)N3C)cc1 (configuration not stated)	-1.8%	0.1%	-6.2%	0.3	88	-3.6%	-1.9%	-0.2%	-1.1%	4.5%
CC(=O)Nc1ccccc1C(=O)OCC(=O)c1ccc2c(c1)OCCO2	4.4%	2.7%	2.7%	0.7	70	-1.8%	9.1%	0.5%	0.1%	10.5%
CCOC(=O)C1=C(C)OC(N)=C(C#N)C12C(=O)N(C)c1ccccc12 (configuration not stated)	3.4%	0.3%	0.6%	-0.4	41	-2.8%	-10.7%	-0.1%	-1.2%	4.8%
CC1=NN(c2ccccc2)C(=O)C1/C=C1\C(=O)NC(=O)N(c2cc(C)cc(C)c2)C1=O (configuration not stated)	6.4%	5.6%	0.4%	1.9	56	13.0%	2.5%	-0.3%	28.9%	14.5%
COc1cc(N)c(Cl)cc1C(=O)NC1CN2CCC1CC2 (configuration not stated)	40.3%	nt	3.1%	-2.6	42	nt	-8.0%	-0.5%	-0.6%	6.1%
c1ccc(CCNCc2cccs2)cc1	3.7%	0.1%	-0.8%	-0.1	68	3.3%	2.4%	-0.1%	1.4%	4.7%	Dengue-2 NS5 capping pilot replicate=-0.3
